# High-throughput results from PubChem BioAssay.
# RPL19A-GFP yeast – RPL19A-GFP expression modulators in yeast, primary screen, cell-based, S. cerevisiae, multiplex flow cytometry, MLPCN; S. cerevisiae RPL19A-GFP strain, 3 h; hits give low values; percent response vs DMSO, % at 10 µM; 0.3% of 330,000 active; AID 2025, 2009;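 active = percent response vs DMSO below 50%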;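 also: median channel GFP fluorescence of the barcoded RPL19A-GFP strain; ratio of sample median GFP to plate DMSO average so 100% = DMSO; lower means less RPL19A-GFP as with rapamycin TOR inhibition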
# Efflux pump inh – inhibitors of Candida efflux pumps in yeast, primary screen, S. cerevisiae, Nile Red, multiplex | S. cerevisiae Candida pump triplex | inhibition, % at 10 µM | 0.44% of 330,000 active | AID 485275, 2010;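 active = plate passing quality check with inhibition over a set limit, or well fluorescence over plate mean plus 4 SD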;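 also: Nile Red retained in pooled yeast measured as flow cytometry median fluorescence; 0% = buffer negative control and 100% = Enniatin B positive control; higher means more Nile Red kept so more efflux inhibition; some compounds called inactive have numbers as strong as hits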
# AGP1 TOR yeast – modulators of AGP1-GFP expression in yeast TOR pathway, primary screen, cell-based, multiplex flow cytometry, S. cerevisiae, MLPCN library | 3 h; GFP as percent of DMSO wells | GFP response vs DMSO, % at 10 µM | 0.02% of 320,000 active | AID 2066, 2009;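 active = GFP response relative to DMSO above a set limit, near screen average plus 3 SD, cut at about 150% in these data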;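 also: median GFP channel fluorescence of the gated AGP1 strain per well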
# LAP4-GFP MLPCN – modulators of LAP4-GFP expression in yeast, primary screen, S. cerevisiae, multiplex flow cytometry, MLPCN library | 3 h; median GFP as percent of DMSO wells | GFP response vs DMSO, % at 10 µM | 0.34% of 320,000 active | AID 2023, 2009;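 active = GFP response vs DMSO above a set limit, about the screen mean plus 3 SD, cut at about 150% in these data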
# AHR act – AHR activators, primary screen, cell-based, luminescence, luciferase reporter, human | Aryl hydrocarbon receptor (Homo sapiens), P35869 | AHR-responsive luciferase reporter cells | activation, % at 5 µM | 2.5% of 320,000 active; in the data active = activation above about 47%;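 also: 0% = vehicle wells and 100% = reference agonist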
# Target sequence (P35869 whole entry, looked up): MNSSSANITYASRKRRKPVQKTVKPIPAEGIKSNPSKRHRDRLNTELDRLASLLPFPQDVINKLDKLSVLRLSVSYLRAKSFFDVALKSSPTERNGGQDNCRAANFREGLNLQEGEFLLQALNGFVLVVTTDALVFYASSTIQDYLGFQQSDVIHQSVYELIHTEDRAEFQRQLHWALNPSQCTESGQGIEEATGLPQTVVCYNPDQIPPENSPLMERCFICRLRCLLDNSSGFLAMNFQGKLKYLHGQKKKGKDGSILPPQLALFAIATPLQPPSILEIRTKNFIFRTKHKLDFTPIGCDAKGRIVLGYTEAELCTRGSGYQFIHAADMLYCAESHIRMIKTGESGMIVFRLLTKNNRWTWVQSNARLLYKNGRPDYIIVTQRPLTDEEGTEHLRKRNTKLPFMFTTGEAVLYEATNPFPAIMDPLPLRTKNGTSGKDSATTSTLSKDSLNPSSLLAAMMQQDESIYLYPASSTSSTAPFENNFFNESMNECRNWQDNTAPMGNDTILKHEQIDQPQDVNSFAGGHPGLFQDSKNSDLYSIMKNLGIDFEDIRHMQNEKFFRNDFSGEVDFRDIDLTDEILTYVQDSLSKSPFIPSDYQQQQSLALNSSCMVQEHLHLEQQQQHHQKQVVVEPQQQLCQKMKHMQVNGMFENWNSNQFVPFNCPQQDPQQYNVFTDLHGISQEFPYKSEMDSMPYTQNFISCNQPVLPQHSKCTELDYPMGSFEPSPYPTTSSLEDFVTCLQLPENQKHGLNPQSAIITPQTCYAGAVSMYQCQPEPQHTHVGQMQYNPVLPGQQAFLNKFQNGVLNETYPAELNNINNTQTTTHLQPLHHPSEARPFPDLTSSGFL
# CIT2 TOR yeast – modulators of CIT2-GFP expression in yeast, primary screen, S. cerevisiae, GFP fusion, multiplex flow cytometry, MLPCN library | S. cerevisiae CIT2-GFP strain, 3 h; 100 means same as DMSO wells | GFP response vs DMSO, % at 10 µM | 0.065% of 320,000 active | AID 2029, 2009;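 active = GFP response relative to DMSO above a set limit, near the screen mean plus 3 SD, cut at about 150% in these data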;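 also: ratio of well median GFP fluorescence to mean of DMSO wells on the plate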
# Yeast superoxide – reduction of superoxide in aged yeast, primary screen, HTS | S. cerevisiae aged cells, superoxide DHE fluorescence; hits give low values | superoxide response (% of plate mean), % at 10 µM | 0.18% of 330,000 active | AID 2690, 2010;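 active = superoxide response under a set limit, about three screen SD below normal, cut at about 65% in these data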;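 also: yeast aged for seven days with compound at 30 °C before DHE staining; 100% = average MFI of all compound-treated wells on the plate with controls excluded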
# MEP2-GFP yeast – modulators of MEP2-GFP levels in yeast, primary screen, S. cerevisiae, multiplex flow cytometry, MLPCN library; S. cerevisiae MEP2-GFP strain, 3 h; 100% = DMSO control level; GFP response vs DMSO, % at 10 µM; 0.51% of 330,000 active; AID 2016, 2009;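 active = GFP response versus DMSO above a set limit, roughly screen mean plus 3 SD, cut at about 180% in these data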;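 also: median GFP fluorescence of the barcode-gated MEP2-GFP cells per well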
# * hit, by the source's call; · = not tested or not shown.
cpd | Compound | MEP2-GFP yeast | Yeast superoxide | AGP1 TOR yeast | LAP4-GFP MLPCN | Efflux pump inh | CIT2 TOR yeast | AHR act | RPL19A-GFP yeast
1 | CCOC(=O)c1cc(C#N)c(NCc2ccccc2)nc1C | 106 | 125 | 95 | 93 | 0.0 | 91 | 1 | 96
2 | Cc1ccc2nc(-c3ccc(NC(=S)NC(=O)C(C)C)cc3)sc2c1 | 97 | 100 | 93 | 89 | 0.0 | 97 | -2 | 90
3 | O=C(COC(=O)c1ccccc1Nc1ccccc1)NCc1ccccc1Cl | 108 | 115 | 107 | 101 | -0.1 | 108 | -1 | 108
4 | O=C(CNC(=O)c1ccccc1)OCc1ccc([N+](=O)[O-])cc1 | 104 | 91 | 99 | 93 | 1.5 | 96 | 6 | 104
5 | Cc1ccc(-c2nc3ncccc3n2O)cc1 | 102 | 100 | 100 | 81 | 0.1 | 105 | 16 | 101
6 | C=CCNS(=O)(=O)NC(=O)C1=C(N2CCCC2)COC1=O | 93 | 82 | 97 | 107 | -0.4 | 90 | 0 | 97
7 | COc1ccc2c(c1)c(C(=O)N/N=C/c1ccccc1Cl)c(C)n2C | 100 | 78 | 103 | 118 | -0.1 | 97 | 57* | 105
8 | C[C@@H]1ON(C2CCCCC2)[C@H]2c3nc4ccccc4n3C[C@@H]12 | 92 | 77 | 76 | 126 | -0.1 | 71 | 10 | 94
9 | Cn1cc(S(=O)(=O)Cc2ccc(F)cc2)c2ccccc21 | 93 | 83 | 109 | 113 | -0.2 | 125 | 11 | 101
10 | CCCc1cc(Nc2ccccc2)n2ncnc2n1 | 100 | 104 | 94 | 87 | 0.0 | 94 | 6 | 98
11 | CCOC(=O)N/N=C/c1cn(CCCOc2ccccc2)c2ccccc12 | 84 | 96 | 91 | 91 | -0.3 | 99 | 105* | 100
12 | O=C(CSc1nc(-c2ccccc2)c(-c2ccccc2)o1)Nc1nnc(-c2ccccc2)s1 | 98 | 107 | 100 | 87 | 0.4 | 103 | -1 | 99
13 | O=C(c1ccc(F)c(F)c1)N1CCC2(CC1)NCCc1[nH]cnc12 | 93 | 93 | 99 | 100 | 0.0 | 102 | -1 | 98
14 | O=C(N/N=C/c1ccc(Cl)c(Cl)c1)c1ccc2nc[nH]c2c1 | 98 | 104 | 111 | 105 | -0.1 | 101 | -4 | 99
15 | O=S1(=O)c2cccc3cccc(c23)N1CCBr | 108 | 106 | 100 | 98 | -0.1 | 95 | -1 | 100
16 | Cc1oc(-c2cccc(Cl)c2)nc1CN1CCCC(C(=O)NCc2ccco2)C1 (stereo not drawn) | 112 | 104 | 118 | 90 | -0.1 | 95 | -1 | 105
17 | O=C(c1cc(=O)c2ccccc2o1)N1CCN(c2ccccc2F)CC1 | 106 | 105 | 101 | 107 | -0.1 | 95 | 3 | 99
18 | O=C(CN1CCN(Cc2cccc(F)c2)CC1)NCc1ccccc1 | 102 | 108 | 103 | 98 | -0.1 | 106 | 0 | 103
19 | O=C(O)c1ccc(NC(=O)c2ccc3c(c2)C(=O)N(c2ccccc2)C3=O)cc1 | 102 | 110 | 105 | 91 | -0.1 | 107 | 1 | 106
20 | O=C(N/N=C/c1ccc(Cl)cc1Cl)c1ccncc1 | 97 | 104 | 94 | 92 | 0.3 | 101 | 20 | 100

# Part of the list above, in transposed form:
3) O=C(COC(=O)c1ccccc1Nc1ccccc1)NCc1ccccc1Cl
4) O=C(CNC(=O)c1ccccc1)OCc1ccc([N+](=O)[O-])cc1
5) Cc1ccc(-c2nc3ncccc3n2O)cc1
6) C=CCNS(=O)(=O)NC(=O)C1=C(N2CCCC2)COC1=O
7) COc1ccc2c(c1)c(C(=O)N/N=C/c1ccccc1Cl)c(C)n2C
8) C[C@@H]1ON(C2CCCCC2)[C@H]2c3nc4ccccc4n3C[C@@H]12
9) Cn1cc(S(=O)(=O)Cc2ccc(F)cc2)c2ccccc21
10) CCCc1cc(Nc2ccccc2)n2ncnc2n1
assay / entry	3	4	5	6	7	8	9	10
MEP2-GFP yeast	108	104	102	93	100	92	93	100
Yeast superoxide	115	91	100	82	78	77	83	104
AGP1 TOR yeast	107	99	100	97	103	76	109	94
LAP4-GFP MLPCN	101	93	81	107	118	126	113	87
Efflux pump inh	-0.1	1.5	0.1	-0.4	-0.1	-0.1	-0.2	0.0
CIT2 TOR yeast	108	96	105	90	97	71	125	94
AHR act	-1	6	16	0	57*	10	11	6
RPL19A-GFP yeast	108	104	101	97	105	94	101	98

11) CCOC(=O)N/N=C/c1cn(CCCOc2ccccc2)c2ccccc12
12) O=C(CSc1nc(-c2ccccc2)c(-c2ccccc2)o1)Nc1nnc(-c2ccccc2)s1
13) O=C(c1ccc(F)c(F)c1)N1CCC2(CC1)NCCc1[nH]cnc12
14) O=C(N/N=C/c1ccc(Cl)c(Cl)c1)c1ccc2nc[nH]c2c1
15) O=S1(=O)c2cccc3cccc(c23)N1CCBr
16) Cc1oc(-c2cccc(Cl)c2)nc1CN1CCCC(C(=O)NCc2ccco2)C1 (stereo not drawn)
17) O=C(c1cc(=O)c2ccccc2o1)N1CCN(c2ccccc2F)CC1
assay / entry	11	12	13	14	15	16	17
MEP2-GFP yeast	84	98	93	98	108	112	106
Yeast superoxide	96	107	93	104	106	104	105
AGP1 TOR yeast	91	100	99	111	100	118	101
LAP4-GFP MLPCN	91	87	100	105	98	90	107
Efflux pump inh	-0.3	0.4	0.0	-0.1	-0.1	-0.1	-0.1
CIT2 TOR yeast	99	103	102	101	95	95	95
AHR act	105*	-1	-1	-4	-1	-1	3
RPL19A-GFP yeast	100	99	98	99	100	105	99

# Retrieved one by one from the list above (2):
cpd | Compound | MEP2-GFP yeast | Yeast superoxide | AGP1 TOR yeast | LAP4-GFP MLPCN | Efflux pump inh | CIT2 TOR yeast | AHR act | RPL19A-GFP yeast
16 | Cc1oc(-c2cccc(Cl)c2)nc1CN1CCCC(C(=O)NCc2ccco2)C1 (stereo not drawn) | 112 | 104 | 118 | 90 | -0.1 | 95 | -1 | 105
1 | CCOC(=O)c1cc(C#N)c(NCc2ccccc2)nc1C | 106 | 125 | 95 | 93 | 0.0 | 91 | 1 | 96

# (cont.)
cpd | Compound | MEP2-GFP yeast | Yeast superoxide | AGP1 TOR yeast | LAP4-GFP MLPCN | Efflux pump inh | CIT2 TOR yeast | AHR act | RPL19A-GFP yeast
21 | Cc1ccc(NC(=O)CSc2nc3nc(C)cc(C)c3c(=O)[nH]2)cc1 | 100 | 98 | 94 | 98 | 0.1 | 84 | 15 | 100
22 | O=C(COC(=O)C12CC3CC(CC(C3)C1)C2)NCc1ccco1 | 92 | 100 | 89 | 86 | -0.1 | 84 | 0 | 87
23 | CCC(NC(=O)c1[nH]c(C)c(C(C)=O)c1C)c1ccc(Br)cc1 (stereo not drawn) | 100 | 99 | 92 | 91 | -0.1 | 86 | 7 | 102
24 | CCn1cc(/C=N\NC(=O)c2ccccc2Cl)cn1 | 98 | 116 | 104 | 101 | -0.2 | 106 | 2 | 101
25 | O=C(CCc1ccccc1)Nc1cccc(-c2nnc(-c3ccco3)o2)c1 | 115 | 128 | 107 | · | 0.2 | 101 | 9 | 99
26 | NC(=O)c1sc2nc(-c3ccccc3)ccc2c1N | 102 | 87 | 83 | 107 | 0.0 | 78 | 20 | 92
27 | Cc1c(C(C)O)nnn1-c1nonc1N (stereo not drawn) | 94 | 90 | 92 | 93 | 0.1 | 88 | -2 | 92
28 | Cc1c(C(=O)Nc2ccccc2-c2ccccc2)cccc1[N+](=O)[O-] | 105 | 72 | 98 | 102 | -0.1 | 103 | 2 | 102
29 | O=C(O)Cc1ccc(O)c(F)c1 | 94 | 100 | 88 | 100 | -0.1 | 83 | 0 | 97
30 | COc1ccc(/C=C2/Sc3ccc(C(=O)N4CCc5ccccc5C4)cc3NC2=O)cc1 | 91 | 101 | 124 | 96 | 0.3 | 88 | 3 | 99
31 | O=C(O)c1ccc(/C=N/Nc2ncc(Cl)cc2Cl)cc1 | 92 | 105 | 87 | · | 0.0 | 84 | 5 | 84
